hIAP act = human IAP activation | 0.16% of 330,000 active | P09923 | purified human IAP, CDP-Star luminescence, 30 min; stronger effect = higher value; 1 = vehicle-only enzyme, 0 = enzyme-free background | activation factor at 10 µM | AID 2524;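 active means activation factor of the enzyme at least 2-fold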; further: the source names both 10 and 20 µM as test concentration; values of inactives mirror those of a sister screen read the other way
NR3A LBD binder = modulates the human NR3A ligand-binding domain; 2.5% of 340,000 active; Tm shift relative to glycine control, % at 25 µM; AID 1259313; NR3A LBD differential scanning fluorimetry, Tm shift; 0% = protein alone, 100% = glycine-bound protein;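 active means melting temperature shift of at least 10% of the positive control shift, at one fixed dose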
MPTP block = permeability transition pore inhibition | isolated mouse mitochondria, Ca2+ swelling absorbance, 30 min | inhibition, % at 10 µM | 1.4% of 360,000 active;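 active means inhibition of 50% or more, scaled per plate between neutral and stimulator controls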;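 further: 0% = DMSO wells given calcium and 100% = 1 mM EGTA wells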
SENP8 inh = blocks human SENP8 cleavage of Nedd8 substrate | AID 602440 | 0.64% of 360,000 active | inhibition, % at 20 µM | recombinant SENP8, Nedd8 substrate fluorescence; in the data active means inhibition mostly above about 40%, no sharp cut-off; inactive means mostly below about 27%
ATG4B inh = ATG4B (human) cysteine protease inhibition; ATG4B cleavage of LC3-PLA2, NBD-HPC fluorescence, 1 h; inhibition, % at 8.33 µM; 0.51% of 340,000 active; AID 504462; in the data active means inhibition above about 40%
Target sequence (Q9Y4P1 whole entry, looked up): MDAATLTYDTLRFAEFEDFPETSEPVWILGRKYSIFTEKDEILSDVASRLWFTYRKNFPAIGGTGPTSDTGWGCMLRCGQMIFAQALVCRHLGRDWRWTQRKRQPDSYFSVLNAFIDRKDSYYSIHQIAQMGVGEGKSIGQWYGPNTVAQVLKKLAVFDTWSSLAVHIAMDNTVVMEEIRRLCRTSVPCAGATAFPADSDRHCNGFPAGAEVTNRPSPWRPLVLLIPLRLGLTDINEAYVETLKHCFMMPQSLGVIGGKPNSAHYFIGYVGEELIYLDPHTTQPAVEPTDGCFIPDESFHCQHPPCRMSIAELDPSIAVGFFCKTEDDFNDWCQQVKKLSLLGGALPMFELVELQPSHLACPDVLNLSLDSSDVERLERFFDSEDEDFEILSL
SENP6 block = SENP6 protease inhibition. Q9GZR1. Recombinant SENP6 catalytic domain, aminoluciferin luminescence. inhibition, % at 10 µM. 1.8% of 330,000 active. AID 2599;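 active means inhibition above about 50% at the single tested dose, limit read from the data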;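 further: plate controls were DMSO wells with enzyme for no effect and DMSO wells lacking enzyme for full effect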
Target sequence (Q9GZR1 628-1112 limits assumed): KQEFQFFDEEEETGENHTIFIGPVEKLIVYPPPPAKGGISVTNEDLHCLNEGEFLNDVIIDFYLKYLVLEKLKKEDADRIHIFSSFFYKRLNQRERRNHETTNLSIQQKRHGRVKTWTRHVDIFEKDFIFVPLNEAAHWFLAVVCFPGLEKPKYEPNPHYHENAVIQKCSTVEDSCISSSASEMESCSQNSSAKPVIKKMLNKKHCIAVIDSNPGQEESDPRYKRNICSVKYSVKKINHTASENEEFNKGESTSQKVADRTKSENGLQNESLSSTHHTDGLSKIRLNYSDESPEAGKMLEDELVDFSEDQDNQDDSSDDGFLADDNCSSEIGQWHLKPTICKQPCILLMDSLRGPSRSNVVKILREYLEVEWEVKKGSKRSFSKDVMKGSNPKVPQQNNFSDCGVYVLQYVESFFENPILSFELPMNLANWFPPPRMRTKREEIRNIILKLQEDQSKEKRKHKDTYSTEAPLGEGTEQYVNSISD
PfG6PD inh = PfG6PD (Plasmodium falciparum) enzyme inhibition; PfGluPho enzyme, NADPH resazurin-diaphorase fluorescence; inhibition, % at 20 µM; 0.78% of 350,000 active; AID 504690;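 active means inhibition reaching at least a set limit at 20 µM in the primary screen, cut at about 59% in these data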;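 further: 0% = DMSO wells with substrate and 100% = DMSO wells lacking glucose-6-phosphate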
SENP1 FRET inh = SENP1 (human) catalytic domain inhibition; Q9P0U3; recombinant SENP1 catalytic domain, CyPet-SUMO1-YPet FRET cleavage; inhibition, % at 10 µM; 0.21% of 360,000 active;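 active means inhibition at least 30% at 10 µM, raw YFP signal under a set limit, fluorescence ratio 0.5 to 1.5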;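 further: 0% = enzyme with DMSO and 100% = no enzyme wells; some results filed as inactive read as strong as hits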
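Test system: hSENP1 catalytic domain, recombinant; Amount: 20 pM final SENP1 enzyme; Medium: Tris pH 8 buffer plus EDTA, NaCl, BME, BSA, NP40, catalase; Schedule: 50 min enzyme reaction, room temperature, light-protected; Technique: FRET fluorescence in CFP and YFP emission channels; Controls: no-enzyme wells low, DMSO-plus-enzyme wells high control.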
* marks the source's active call; other numbers are inactive results; . = no result given.

hIAP act	NR3A LBD binder	MPTP block	SENP8 inh	ATG4B inh	SENP6 block	PfG6PD inh	SENP1 FRET inh	SMILES
1.1	0	1.3	8	-6	-5	0	2	COc1ccc(NC(=O)C(CC(C)C)NC(=O)C2CCC(C)CC2)c(OC)c1 (stereo not drawn)
0.97	5	-0.2	-44	9	-23	-11	3	CCC(=O)NS(=O)(=O)c1cccnc1Nc1ccc(Cl)cc1
0.92	1	-1.5	13	-7	2	12	3	CCOC(=O)C1CCCN(c2c(Nc3cccc(C)c3)c(=O)c2=O)C1 (stereo not drawn)
1	0	2.2	-2	-5	1	6	1	COc1ccc(/C=N/NC(=O)Cn2cnc3c2c(=O)n(C)c(=O)n3C)cc1
.	-5	0.5	29	3	.	-19	0	COc1ccc(C(c2nnnn2C2CCCC2)N2CCc3ccccc3C2)cc1OC (stereo not drawn)
0.97	1	-0.6	8	7	-1	5	5	Cc1ccc(-c2noc(CN(C(=O)CCN3C(=O)c4ccccc4C3=O)C(C)C)n2)cc1
0.93	0	0.8	2	-9	0	14	-1	Cc1ccccc1-c1cc(C(=O)NCc2ccco2)n(CC2CC(c3cccnc3)=NO2)n1 (stereo not drawn)
0.94	0	2.2	33	-2	-4	9	4	CCCCn1c(O)c(N=NC(=O)c2ccco2)c2ccccc21
0.92	-2	-0.4	10	2	-6	-1	2	CCOC(=O)CCc1c(C)nc2ncnn2c1C
1	-6	1.7	2	-8	-2	1	-3	CC(=O)NC1=NN(C(C)=O)C(C)(c2ccc3ccccc3c2)S1 (stereo not drawn)
0.99	-1	3.3	9	2	-4	16	0	CCC1Oc2ccccc2N(CC(=O)NCCC2=CCCCC2)C1=O (stereo not drawn)
.	.	0.0	6	.	.	-11	-1	COc1cccc(NC(=O)CN2CCC(NC(=O)c3ccccc3C)CC2)c1
1	0	-0.2	27	-15	-8	12	2	Cc1cccc2sc(NC(=O)[C@@H]3CCCN3C(=O)c3cccs3)nc12
1.1	-6	1.3	8	8	-13	-11	-1	Cc1ccc(-n2c(SCC(=O)Nc3ccc(Cl)cc3)nc(O)cc2=O)cc1
1	0	0.0	0	-13	-9	28	1	Cc1ccc(-c2nn(-c3ccccc3)cc2C2SCC(=O)N2Cc2ccccc2)o1 (stereo not drawn)
1	-1	-0.1	-42	1	-2	4	2	CCOC(=O)C(C)Oc1cccc2c(=O)n(CC(=O)N3CCc4ccccc43)ccc12 (stereo not drawn)
1.1	-1	-0.2	-5	-5	-29	6	-33	COc1ccc(/C=C(\NC(=O)c2ccco2)C(=O)NC(Cc2ccccc2)C(=O)O)cc1 (stereo not drawn)
0.88	-7	0.3	5	-4	7	-9	1	O=C(Nc1ccc(CN2CCOCC2)cc1)c1ccco1
0.87	20*	0.9	25	-1	3	-7	0	O=[N+]([O-])c1cc(S(=O)(=O)Nc2ccccc2)ccc1N1CCN(c2ccccc2)CC1
1.1	3	2.0	-425	-9	-11	-13	-3	CCCCNc1nc(CC)c2c(c1C#N)CCCC2
1	2	0.6	29	-2	97*	2	-1	Brc1ccc(N=Nc2ccc3ccccc3n2)cc1
0.9	-3	0.7	12	-6	-8	12	0	CC(=O)Nc1cccc(Oc2cnc3ccccc3n2)c1
1	-3	-1.2	18	-3	-10	-9	3	CC(NC(=O)COC(=O)CCN1C(=O)C2CC=CCC2C1=O)c1ccc(Br)cc1 (stereo not drawn)
0.93	-2	1.1	23	-10	19	-5	1	O=C(NCc1ccco1)C(NS(=O)(=O)c1cccc2nsnc12)c1ccccc1 (stereo not drawn)
.	.	-1.2	-296	.	.	41	-5	Clc1ccc(-c2nc3c4ccccc4ccn3c2Cc2ccccc2)cc1

The list goes on:
hIAP act	NR3A LBD binder	MPTP block	SENP8 inh	ATG4B inh	SENP6 block	PfG6PD inh	SENP1 FRET inh	SMILES
.	-4	0.1	6	-10	.	3	0	CC(=O)OC1(C(C)=O)CCC2C3CC(C(F)(F)F)C4=CC(=O)CCC4(C)C3CCC21C (stereo not drawn)
0.94	-2	-3.3	13	1	3	9	-14	Cc1onc(-c2ccccc2Cl)c1C(=O)Nc1ccc(N2CCOCC2)cc1
0.96	-2	0.7	1	-6	10	8	2	O=[N+]([O-])c1ccc(-n2cccn2)c(-c2nn[nH]n2)c1
1	5	96*	29	0	-24	105*	1	CC1=CC(=O)C(C(C)C)=C/C1=N/OS(=O)(=O)c1ccccc1
1	1	-1.0	-292	15	-4	-8	-30	COC1CCCN(Cc2c(C(=O)N3CCN(C4CCCCC4)CC3)nc3ccccn23)C1 (stereo not drawn)
0.93	0	0.6	11	0	-9	2	0	O=C(CN1C(=O)NC2(CCCCC2)C1=O)Nc1ccccc1N1CCCCC1
0.96	-3	-1.3	14	-5	-19	15	2	COc1ccc(NC(=O)N(C)C[C@H]2Oc3c(NC(=O)C4CCCCC4)cccc3C(=O)N([C@H](C)CO)C[C@@H]2C)cc1
1	2	0.3	17	-3	0	-6	4	CC(CC(=O)NC1CCCC1)c1ccccc1 (stereo not drawn)
0.98	-3	5.9	-290	-6	-5	0	-1	CC(C)(C)NC(=O)COC(=O)c1snc(C(=O)NC2CCCCC2)c1N
0.82	1	0.5	20	0	-6	-7	2	COCC(=O)N1CCc2ccc(NC(=O)c3ccccc3Cl)cc2C1
0.98	-2	0.4	11	7	0	12	0	CCOC(=O)C1CCCN(C(=O)COC(=O)c2ccc(C#N)cc2)C1 (stereo not drawn)
1.1	2	-1.0	19	-4	-10	0	0	Cc1ccc(C(=O)c2cncc(Br)c2)cc1
1	0	-1.2	17	5	-3	2	-2	CCn1c(SCC(=O)Nc2ccc(S(N)(=O)=O)cc2)nnc1-c1cccc(OC)c1
1	-1	0.0	8	-15	-1	1	-1	CCC(C)(C(=O)NC1CCCC1)N(Cc1ccco1)C(=O)Cc1cccs1 (stereo not drawn)
0.95	3	-0.4	-28	-9	-9	78*	-3	CCOC(=O)Cc1cc(=O)n2[nH]c(C(C)(C)C)cc2n1
.	0	-1.2	9	.	.	3	0	CCCCNCCS(=O)(=O)NCc1ccc(OC)cc1
1	9	0.0	13	-3	18	22	0	O=C(NNc1c(Cl)cc(Cl)cc1Cl)C1CCC1
1.1	-4	-1.7	0	-10	3	10	0	COc1cc(C(C(=O)NC2CCCC2)N(C(=O)Cc2cccs2)C2CC2)cc(OC)c1OC (stereo not drawn)
0.95	0	1.7	31	-5	5	3	2	CCCn1c(SCC(=O)c2c(C)[nH]c(C)c2C(=O)OCC)nc2ccccc21
.	.	-0.5	-8	.	.	6	1	COc1ccc([C@H]2CN(Cc3ccccc3)C(=O)[C@@H]2CC(=O)Nc2ccccc2)cc1
1	.	0.0	-8	-9	-13	-2	-66	O=C1C2C3C=CC(CC3)C2C(=O)N1/N=C/c1ccccc1O (stereo not drawn)
0.94	-1	-0.8	11	-15	-4	3	-2	CCn1cc(C(=O)N2CCN(c3ccc([N+](=O)[O-])cc3)CC2)c(=O)c2ccc(C)nc21
1.1	2	1.1	14	-1	-2	5	0	Cc1c(Cl)cccc1NC(=O)NN1CCN(C)CC1
0.9	1	-1.0	6	8	3	9	0	CCn1c(C)nc2c(=O)oc3ccccc3c21
0.93	1	0.7	-3	-5	5	11	-1	Cc1ccc(/C=N/n2c(C)nc3ccccc3c2=O)o1

A different layout for some results above:
> O=C(CN1C(=O)NC2(CCCCC2)C1=O)Nc1ccccc1N1CCCCC1
  hIAP act = 0.93; NR3A LBD binder = 0; MPTP block = 0.6; SENP8 inh = 11; ATG4B inh = 0; SENP6 block = -9; PfG6PD inh = 2; SENP1 FRET inh = 0

> COc1ccc(NC(=O)N(C)C[C@H]2Oc3c(NC(=O)C4CCCCC4)cccc3C(=O)N([C@H](C)CO)C[C@@H]2C)cc1
  hIAP act = 0.96; NR3A LBD binder = -3; MPTP block = -1.3; SENP8 inh = 14; ATG4B inh = -5; SENP6 block = -19; PfG6PD inh = 15; SENP1 FRET inh = 2

Additional structures follow.
hIAP act	NR3A LBD binder	MPTP block	SENP8 inh	ATG4B inh	SENP6 block	PfG6PD inh	SENP1 FRET inh	SMILES
1.1	4	-0.8	11	-13	14	-3	-1	O=C(CN1C(=O)NC2(CCOc3ccccc32)C1=O)Nc1ccc2c(c1)OCCO2 (stereo not drawn)
1	-7	-0.6	16	0	6	-18	1	O=C(N=C1SC2CS(=O)(=O)CC2N1CCc1ccc(F)cc1)C1CCCCC1 (stereo not drawn)
1	-4	2.2	28	2	-4	-10	4	CNc1nc(N)c([N+](=O)[O-])c(Nc2cccc(Cl)c2)n1
0.98	-3	4.7	-286	43*	12	-21	-16	Cc1ccccc1S(=O)(=O)Nc1nc2ccccc2nc1N1CCc2ccccc2C1
1.1	-1	1.4	6	-5	14	1	2	CCc1c(O)nc(SCc2ccc(F)cc2)[nH]c1=O
1.1	1	2.8	-45	-8	-2	-16	1	CCOc1cc2[nH]c(=O)n(Cc3cccc(OC)c3)c(=O)c2cc1OCC
1	-2	-2.8	11	88*	-7	-2	1	Cc1cccc(N2C(=O)CN(Cc3sccc3C)C2=S)c1
1.1	3	0.7	3	-9	-5	1	1	Cc1ccc(S(=O)(=O)N2CCOCC2)cc1C(=O)NCc1ccco1
1	3	-0.6	19	9	-11	-5	2	Cc1ccc(CCNC(=O)C2CC(c3ccccc3C(F)(F)F)=NO2)cc1 (stereo not drawn)
0.98	-1	0.6	8	0	5	0	2	Cc1ccc(S(=O)(=O)NCC(=O)Nc2ccc(C(F)(F)F)cc2)cc1

An excerpt of these results, field by field.
Cc1ccc(CCNC(=O)C2CC(c3ccccc3C(F)(F)F)=NO2)cc1 (stereo not drawn)
- hIAP act = 1
- NR3A LBD binder = 3
- MPTP block = -0.6
- SENP8 inh = 19
- ATG4B inh = 9
- SENP6 block = -11
- PfG6PD inh = -5
- SENP1 FRET inh = 2
O=C(CN1C(=O)NC2(CCOc3ccccc32)C1=O)Nc1ccc2c(c1)OCCO2 (stereo not drawn)
- hIAP act = 1.1
- NR3A LBD binder = 4
- MPTP block = -0.8
- SENP8 inh = 11
- ATG4B inh = -13
- SENP6 block = 14
- PfG6PD inh = -3
- SENP1 FRET inh = -1

3 entries from above, sorted by the value under hIAP act, highest first.
canonical_smiles	hIAP act	NR3A LBD binder	MPTP block	SENP8 inh	ATG4B inh	SENP6 block	PfG6PD inh	SENP1 FRET inh
CCc1c(O)nc(SCc2ccc(F)cc2)[nH]c1=O	1.1	-1	1.4	6	-5	14	1	2
O=C(N=C1SC2CS(=O)(=O)CC2N1CCc1ccc(F)cc1)C1CCCCC1 (stereo not drawn)	1	-7	-0.6	16	0	6	-18	1
Cc1ccccc1S(=O)(=O)Nc1nc2ccccc2nc1N1CCc2ccccc2C1	0.98	-3	4.7	-286	43*	12	-21	-16
